Compound activity (PubChem BioAssay)
A-T KAP1 phos: qHTS Assay for Identifying a Potential Treatment of Ataxia-Telangiectasia; […] A-T fibroblasts, KAP-1 phosphorylation AlphaLISA; neocarzinostatin DNA damage 30 min before lysis; 0.19% of 320,000 active; Potency, µM (highest dose often 57.5 µM), without a hit: at the top dose activation, actives largely listed as activators; AID 485349, 2010; further: potency means the concentration at half of the fitted maximal effect; % of control where 0% means no effect; nearly all actives have a fitted effect of over 45% in size
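ATM-like activity read as KAP-1 phosphorylation via AlphaLISA donor/acceptor antibody pairs after lysis and 6 hr at 25C. Cells were ATM-null patient fibroblasts ([…], hTERT), dosed 60 min, then exposed to the DSB inducer NCS for 30 min.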
TSHR antagonist: Antagonists of the Thyroid Stimulating Hormone Receptor: HTS campaign; Thyrotropin receptor (Homo sapiens), P16473; TSHR-expressing cells, TSH-stimulated cAMP HTRF, 2 h; hits give low values; activity change, negative = inhibition, % at 11.5 µM; 0.2% of 330,000 active; AID 504810, 2011;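 active means activity change below a set negative limit, meaning inhibition stronger than a set level, cut at about -70% in these data; inconclusive means activity change between two set negative limits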; further: on the % scale 0 is the no-effect control and ±100 the full control effect
Target sequence (P16473 whole entry, looked up): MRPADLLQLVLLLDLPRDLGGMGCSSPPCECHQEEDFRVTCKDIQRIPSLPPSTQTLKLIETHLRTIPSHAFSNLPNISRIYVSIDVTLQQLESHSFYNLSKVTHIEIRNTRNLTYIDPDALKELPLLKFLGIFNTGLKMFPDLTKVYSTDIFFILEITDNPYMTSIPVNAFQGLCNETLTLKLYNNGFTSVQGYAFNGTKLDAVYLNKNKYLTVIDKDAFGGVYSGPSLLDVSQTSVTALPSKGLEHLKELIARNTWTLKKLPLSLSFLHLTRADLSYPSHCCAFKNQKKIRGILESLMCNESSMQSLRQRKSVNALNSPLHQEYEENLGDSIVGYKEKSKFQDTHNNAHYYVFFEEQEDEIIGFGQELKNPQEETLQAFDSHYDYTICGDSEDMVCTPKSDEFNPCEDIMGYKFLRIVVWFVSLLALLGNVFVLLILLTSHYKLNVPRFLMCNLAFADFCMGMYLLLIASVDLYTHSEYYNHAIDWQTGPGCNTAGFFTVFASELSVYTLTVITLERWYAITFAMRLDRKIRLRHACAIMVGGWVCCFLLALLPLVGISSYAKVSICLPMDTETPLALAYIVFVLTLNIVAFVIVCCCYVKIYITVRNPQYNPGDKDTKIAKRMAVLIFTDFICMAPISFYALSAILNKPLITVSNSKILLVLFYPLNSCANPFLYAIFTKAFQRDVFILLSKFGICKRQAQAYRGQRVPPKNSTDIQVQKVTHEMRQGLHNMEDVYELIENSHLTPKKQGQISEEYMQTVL
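Inhibition of cAMP made by TSHR-expressing cells under TSH stimulation (4nM final, EC80; 2 h, 37 deg C) is quantified with a one-step lysis HTRF kit, anti-cAMP cryptate versus cAMP-d2.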
BCR signal inh: qHTS Assay to Find Inhibitors of Chronic Active B-Cell Receptor Signaling | 0.05% of 340,000 active | Potency, µM (doses to about 46.1 µM), for inactives: top-dose ratio change, negative = lower green/red ratio, usual class: inhibitors | AID 493014, 2011 | ABC-DLBCL IkBa-CBG/CBR reporter, luminescence ratio, 4 h; active means well fitted inhibition curve with a large enough effect in the signal ratio, with a control signal flat, not every such curve was filed as active; inconclusive means small, poorly fitted or top-dose-only effect, or effect the other way, or a change in a side signal; the % refers to the signal ratio;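 further: potency means the concentration at half of the fitted maximal effect; plate controls were basal doxycycline-induced cells for no effect and cells given 10 µM MG132 for full effect; MG132 reads +100%, hits lower the ratio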
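Cell line TMD8 (human ABC DLBCL), stably expressing tet-inducible CBG68-IkBa fusion and CBR; IMDM/0.5% FBS; cpd up to 46 uM; dox induction, 4 h, 37C/5% CO2; dual luminescence; green/red ratio; MG132 control.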
hERG WT inh: qHTS for Inhibitors of KCHN2 3.1: Wildtype qHTS; U2OS, BacMam KCNH2, thallium flux FluxOr; hits give low values; activity change, % at 1.84 µM; 0.37% of 340,000 active; AID 720551, 2013;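 active means maximum activity change below -70%; inconclusive means maximum activity change between -70% and -50%; inactive means maximum activity change above -50%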; further: on the % scale 0 is the no-effect control and ±100 the full control effect
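U2OS cells were transduced with wild-type KCNH2 virus (2.03 x 10^8 / mL) for 4 h at room temperature, then cultured overnight at 37 C. Thallium flux was read with FluxOr dye. Rate constants were normalized to DMSO controls.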
FBPA coupling cs: qHTS Assay for Inhibitors of Fructose-1,6-bisphosphate Aldolase from Giardia Lamblia: Coupling assay counterscreen; coupling enzyme system counterscreen, AmpLite Red fluorescence; activity change, negative = inhibition, % at 58.2 µM, hits read low; 0.67% of 290,000 active; AID 2472, 2010; in the data active means activity change below about -30%; further: on the % scale 0 is the no-effect control and ±100 the full control effect
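Coupling enzymes only (glyceraldehyde-3-phosphate) + compound, at 57.5 uM final, 10 min RT; add substrate/coupling/AmpLite Red mix, 20 min RT; fluorescence ex 525/em 598 nm. Actives flag coupling-system interference.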
GALK inh: qHTS Assay for Inhibitors of Human Galactokinase (GALK) | Potency, µM (highest dose often 57.5 µM), for inactives: at the top dose activity change, negative = inhibition, hits mostly inhibitors | 0.007% of 270,000 active | Purified GALK, Kinase-Glo residual ATP luminescence; further: potency means the concentration at half of the fitted maximal effect; on the % scale 0 is the no-effect control and ±100 the full control effect
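Human GALK (5 nM) with 35 uM ATP and 100 uM galactose in 20 mM HEPES pH 8.0, 5 mM MgCl2, 60 mM NaCl, 1 mM DTT, 0.01% BSA. After 1 h at room temperature, leftover ATP was read by Kinase-Glo Plus luminescence.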
Giardia kill: Small Molecules that selectively kill Giardia lamblia: qHTS; Giardia lamblia trophozoite viability; activity change, % at 7.66 µM, hits read low; 0.15% of 340,000 active; AID 540267, 2011; in the data active means activity change below about -80%; inconclusive means between about -30% and that limit;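 further: parasites exposed to compound for two days anaerobically before the ATP read; on the % scale 0 is the no-effect control and ±100 the full control effect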
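ATP-content bioluminescence gauges trophozoite survival. Cells (100/well) receive compound and incubate anaerobically for 48 hrs at 37 deg C; detection reagent follows for 15-30 min at room temperature.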
CXXC DNA block: qHTS Fluorescence Polarization Assay for Inhibitors of MLL CXXC domain - DNA interaction. MLL-CXXC / FITC-HOXA9 DNA fluorescence polarization. Potency, µM (doses to about 115 µM), inactives show at the top dose activity change, negative = inhibition, hits mostly inhibitors. 0.037% of 290,000 active. Histone-lysine N-methyltransferase 2A (Homo sapiens), Q03164. AID 2662, 2010; active means well fitted inhibition curve with a large enough effect in the polarisation, with a control signal flat, not every such curve was filed as active; inconclusive means small, poorly fitted or top-dose-only effect, or effect the other way, or a change in a side signal; inactive means no such curve, though single readings can be large or run the other way; the % refers to the polarisation; further: potency means the concentration at half of the fitted maximal effect
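Steps: dispense CXXC domain solution (7 uM) → pin compounds or unlabeled HOX-A9 DNA control → 5 min ambient → add FLSN-HOX-A9 solution (50 nM) → spin → 30 min ambient → fluorescence polarization. Tris pH 7.5/NaCl/DTT/BSA buffer.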
Tb PFK inh: qHTS Assay to Find Inhibitors of T. brucei phosphofructokinase; T. brucei PFK, ADP-Glo luminescence; Potency, µM (highest dose often 57.5 µM), for the others: at the top dose activity, negative = inhibition, actives largely listed as inhibitors; ATP-dependent 6-phosphofructokinase (Trypanosoma brucei brucei), O15648; 0.17% of 330,000 active;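 further: potency means the concentration at half of the fitted maximal effect; 0% = uninhibited 1x PFK enzyme wells and -100% = no-enzyme wells; nearly all actives have a fitted effect of over 60% in size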
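Luminescent ADP detection (ADP-Glo, two-step: ATP depletion then ADP-to-ATP conversion for luciferase) reported PFK activity after 45 min room-temperature reaction of 1.25 nM enzyme with 0.5 mM F6P and 0.1 mM ATP at pH 8.0.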
TCR activator: Activators of T cell receptors: qHTS campaign; primary human leukocytes, anti-CD3, IL-2 HTRF, 48 h; Potency, µM (top dose mostly 9.22 µM), for the others: at the top dose activation of IL-2 secretion, most hits filed as activators; 330,000 tested, under 10 active; further: % of control where 0% means no effect
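48 hr co-incubation of compounds, a-CD3 beads and primary human leukocytes; IL-2 quantified homogeneously by HTRF with anti-IL-2 K and d2 conjugates.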
* = called active by the depositor; & = joins results of further samples; [ ] = remark or other dose. Unless noted, the call rests on the fitted dose curve; in most records, active means well fitted curve in the direction sought with a large enough effect; inconclusive means small, poorly fitted or top-dose-only effect, or another doubt; inactive means no such curve, though single readings can be large; an effect the other way counts as inactive or inconclusive.

For COc1ccc(-c2[nH]ncc2/C=C(/C#N)C(=O)NC2CCCCCC2)cc1 the results were A-T KAP1 phos -1%, TSHR antagonist -16, BCR signal inh -14%, hERG WT inh -7, FBPA coupling cs -1, GALK inh -5%, Giardia kill 4, CXXC DNA block -13%, Tb PFK inh 0% and TCR activator 7%.
O=C(O)c1cc(S(=O)(=O)N2CCN(c3ccccn3)CC2)ccc1Cl was read as A-T KAP1 phos 2%, TSHR antagonist -2, BCR signal inh 0%, hERG WT inh -12, FBPA coupling cs 9, GALK inh 2%, Giardia kill -18, CXXC DNA block 10%, Tb PFK inh -1% and TCR activator 4%.
For COc1ccc(OCc2nnc3n2N=C(c2ccc(C)cc2)CS3)cc1 the results were A-T KAP1 phos 9%, TSHR antagonist -6, BCR signal inh inconclusive, hERG WT inh -3, FBPA coupling cs -2, GALK inh 1%, Giardia kill -18, CXXC DNA block -8%, Tb PFK inh 0% and TCR activator -5%.
Cc1cc(OCC(=O)NCC2CCC(C(=O)O)CC2)c2c(C)cc(=O)oc2c1 (stereo not drawn) was read as A-T KAP1 phos -4%, TSHR antagonist 0, BCR signal inh -1%, hERG WT inh -4, FBPA coupling cs 1, Giardia kill -15, CXXC DNA block 1%, Tb PFK inh 1% and TCR activator -3%.
COC(=O)Nc1nc2ccc(C(=O)c3cccs3)cc2[nH]1 was read as TSHR antagonist -5, hERG WT inh 0, FBPA coupling cs -2&4&2&1, Giardia kill inconclusive, CXXC DNA block -8% and TCR activator 10%.
For O=C(NCC(c1ccco1)N1CCCC1)c1ccc(S(=O)(=O)Nc2ccc(F)cc2)cc1 (stereo not drawn) the results were A-T KAP1 phos 1%, TSHR antagonist 2, BCR signal inh 3%, hERG WT inh -3, Giardia kill 4, Tb PFK inh 3% and TCR activator 1%.
`COc1ccc(-n2c(SCC#N)nnc2-c2cccnc2)cc1` gave A-T KAP1 phos -2%, TSHR antagonist -1, BCR signal inh -1%, hERG WT inh -10, FBPA coupling cs 3, GALK inh 0%, Giardia kill -2, CXXC DNA block 3%, Tb PFK inh -2% and TCR activator -3%.
For Cc1ccc2nc(NC(=O)c3ccccc3F)sc2c1 the results were A-T KAP1 phos 5%, TSHR antagonist -23, BCR signal inh inconclusive, hERG WT inh 4, FBPA coupling cs 0, GALK inh 6%, Giardia kill -20, CXXC DNA block -2%, Tb PFK inh -3% and TCR activator 2%.
For Cc1cc([N+](=O)[O-])nn1CC(=O)NCc1nc2ccccc2[nH]1 the results were A-T KAP1 phos -6%, TSHR antagonist -2, BCR signal inh -31%, hERG WT inh 6, FBPA coupling cs 0, GALK inh 1%, Giardia kill -4, CXXC DNA block -3%, Tb PFK inh -3% and TCR activator 6%.
For O=C(NC1CCN(Cc2ccccc2)CC1)c1cc(Br)c(Br)[nH]1 the results were A-T KAP1 phos -6%, TSHR antagonist -13, BCR signal inh -2%, hERG WT inh 29, FBPA coupling cs -3, GALK inh 2%, Giardia kill 2, CXXC DNA block 4%, Tb PFK inh -1% and TCR activator 2%.
`CCOc1ccccc1NC(=O)CN(c1ccc(OC)cc1)S(=O)(=O)c1c(C)noc1C` gave A-T KAP1 phos -11%, TSHR antagonist -5, BCR signal inh inconclusive, hERG WT inh -11, FBPA coupling cs -2, GALK inh -1%, Giardia kill 3, CXXC DNA block 13%, Tb PFK inh -1% and TCR activator 0%.
Screening O=C(NC1CCCCC1)c1ccc(N2CCCC2=O)cc1 returned A-T KAP1 phos -10%, TSHR antagonist -13, BCR signal inh inconclusive, hERG WT inh 7, FBPA coupling cs 1, GALK inh 0%, Giardia kill -14, CXXC DNA block -2%, Tb PFK inh -4% and TCR activator -4%.
Screening COc1ccc(NC(=O)Nc2ccon2)c(OC)c1 returned A-T KAP1 phos -3%, TSHR antagonist -4, BCR signal inh -12%, hERG WT inh -3, FBPA coupling cs 0, GALK inh -1%, Giardia kill -26, CXXC DNA block -12%, Tb PFK inh -19% and TCR activator -6%.
`COc1ccc(Nc2nc(N3CCCCC3)c3ccccc3n2)cc1` gave A-T KAP1 phos 1%, TSHR antagonist -9, BCR signal inh 7%, hERG WT inh 7, FBPA coupling cs 0, GALK inh -4%, Giardia kill -6, CXXC DNA block inconclusive, Tb PFK inh -2% and TCR activator -1%.
Cc1ccc(C(O)(CNCc2ccccc2)c2ccccc2)cc1 (stereo not drawn) was read as A-T KAP1 phos 9%, TSHR antagonist 27, BCR signal inh 1%, hERG WT inh 4, FBPA coupling cs 0, GALK inh -2%, Giardia kill 18, CXXC DNA block 37%[activator], Tb PFK inh 3% and TCR activator 1%.
For COc1ccc(S(=O)(=O)Nc2c(C)n(C)n(-c3ccccc3)c2=O)cc1 the results were hERG WT inh 43, FBPA coupling cs 0, GALK inh 2%, Giardia kill -8, CXXC DNA block -8% and TCR activator 1%.
`Cc1cc(C(=O)Nc2nnc(C3CC3)s2)c(C)s1` gave A-T KAP1 phos 8%, TSHR antagonist 5, BCR signal inh inconclusive, hERG WT inh -2, Giardia kill 1, Tb PFK inh -10% and TCR activator 1%.
`Cc1ccccc1N1CCN(CCCN2C(=O)CC(=C(c3ccccc3)c3ccccc3)C2=O)CC1` gave A-T KAP1 phos -3%, TSHR antagonist 9, BCR signal inh 2%, hERG WT inh -38, FBPA coupling cs 0, GALK inh 0%, Giardia kill -9, CXXC DNA block -4%, Tb PFK inh -7% and TCR activator -1%.
Screening C=CCc1ccc(OCCN2CCc3ccccc3C2)c(OC)c1 returned A-T KAP1 phos 5%, TSHR antagonist 12, BCR signal inh 5%, hERG WT inh -12, FBPA coupling cs -2, GALK inh 7%, Giardia kill -11, CXXC DNA block 5%, Tb PFK inh -6% and TCR activator -5%.
`NC(=O)C1CCN(CC(=O)Nc2ccc(S(=O)(=O)N3CCOCC3)cc2)CC1` gave A-T KAP1 phos 6%, TSHR antagonist -5, BCR signal inh -1%, hERG WT inh 28, FBPA coupling cs 0, GALK inh 8%, Giardia kill -4, CXXC DNA block 5%, Tb PFK inh 4% and TCR activator -4%.
`CC(C)OC(=O)C(CC(=O)O)NCc1ccccc1` (stereo not drawn) gave A-T KAP1 phos 2%, TSHR antagonist 19, BCR signal inh -11%, hERG WT inh 2, FBPA coupling cs 1, GALK inh -4%, Giardia kill -7, CXXC DNA block 2%, Tb PFK inh 4% and TCR activator -1%.
For COc1ccc(/C=N/OCC(=O)Nc2nc3ccccc3s2)cc1OC the results were A-T KAP1 phos 7%, TSHR antagonist -12, BCR signal inh -7%, hERG WT inh 8, FBPA coupling cs -12, GALK inh 2%, Giardia kill -3, CXXC DNA block 7%, Tb PFK inh -12% and TCR activator 2%[46.1 µM].
`CC(C)(C)NC(=O)C(c1ccccc1)N(C(=O)C1CSC(=O)C1)c1ccccc1` (stereo not drawn) gave A-T KAP1 phos 2%, TSHR antagonist -10, BCR signal inh -6%, hERG WT inh -16, FBPA coupling cs 2, GALK inh -3%, Giardia kill 28, CXXC DNA block -4%, Tb PFK inh 0% and TCR activator 1%.
`COc1ccc(-c2cn(Cc3ccc(C(=O)NCc4ccc(C)cc4)cc3)c(C(C)N)n2)cc1` (stereo not drawn) gave A-T KAP1 phos 7%, TSHR antagonist 3, BCR signal inh 6%, Giardia kill -15, Tb PFK inh inconclusive and TCR activator -5%.
For CCCCn1c(SCc2ccc(Cl)cc2)nc2c1c(=O)[nH]c(=O)n2C the results were A-T KAP1 phos -10%, TSHR antagonist 8, BCR signal inh -13%, hERG WT inh 2, FBPA coupling cs 2, GALK inh -3%, Giardia kill -3, CXXC DNA block 12%, Tb PFK inh -2% and TCR activator 3%.
For O=[N+]([O-])c1ccccc1S(=O)(=O)Nc1cccc(-c2ccc(N3CCCC3)nn2)c1 the results were A-T KAP1 phos -1%, TSHR antagonist -1, BCR signal inh -1%, hERG WT inh -1, Giardia kill -15, Tb PFK inh 3% and TCR activator 1%.
